bub3 = NCI yeast anticancer drug screen, S. cerevisiae bub3 mutant strain. growth inhibition, % at 50 µM. hit rate 9.9% among 78,000;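 further: 0% = growth of vehicle-only cultures of the same strain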
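Growth of a checkpoint-deficient yeast mutant is measured after compound exposure. Values represent inhibition relative to vehicle.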
sgs1 mgt1 = NCI yeast anticancer drug screen, S. cerevisiae sgs1 mgt1 strain; growth inhibition, % at 50 µM; hit rate 10% among 78,000; AID 161;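 further: 0% = growth of vehicle-only cultures of the same strain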
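This yeast growth screen uses a strain with defined DNA-repair lesions; compound-treated growth is compared with vehicle-treated growth.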
yeast rad50 = NCI yeast anticancer drug screen, S. cerevisiae rad50 strain; % growth inhibition at 50 µM; hit rate 10% among 79,000;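 further: 0% = growth of vehicle-only cultures of the same strain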
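Genetically altered yeast (DNA repair pathway); compound treatment; growth inhibition vs vehicle ctrl.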
yeast mlh1 rad18 = NCI yeast anticancer drug screen, S. cerevisiae mlh1 rad18 strain; % growth inhibition at 50 µM; hit rate 11% among 79,000;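 further: 0% = growth of vehicle-only cultures of the same strain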
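Inhibition values reflect reduced growth of mutant yeast versus vehicle-treated controls following compound exposure; the mutations affect DNA damage repair.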
yeast mec2-1 = NCI yeast anticancer drug screen, S. cerevisiae mec2-1 strain; growth inhibition, % at 50 µM; hit rate 9% among 79,000; AID 157;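 further: 0% = growth of vehicle-only cultures of the same strain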
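Mutant yeast (mec2-1) grown with compound; growth inhibition relative to vehicle control reported.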
cln2 rad14 = NCI yeast anticancer drug screen, S. cerevisiae cln2 rad14 strain; growth inhibition, % at 50 µM; hit rate 8.3% among 78,000;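 further: 0% = growth of vehicle-only cultures of the same strain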
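Relative to vehicle controls, growth inhibition of compound-treated cln2 rad14 yeast was recorded.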
An asterisk follows results filed as active; & = joins results of further samples. No stated cut-off is given here; in the data, active means growth inhibition above about 70%; inactive means the rest.

N#CC(C#N)C(=O)c1ccccc1 was read as bub3 -14, sgs1 mgt1 -2, yeast rad50 2, yeast mlh1 rad18 2, yeast mec2-1 0 and cln2 rad14 -28.
For O=[N+]([O-])c1ccc(S(=O)(=O)Nc2c([N+](=O)[O-])cc([N+](=O)[O-])c3ccccc23)cc1 the results were bub3 3, sgs1 mgt1 21, yeast rad50 37, yeast mlh1 rad18 18, yeast mec2-1 -4 and cln2 rad14 13.
Screening CCN(CC)CCNc1ccc(OC)c2sc3ccccc3c(=O)c12 returned bub3 40, sgs1 mgt1 21, yeast rad50 54, yeast mlh1 rad18 25, yeast mec2-1 25 and cln2 rad14 -8.
Screening BrC=C1c2ccccc2-c2ccccc21 returned bub3 2, sgs1 mgt1 4, yeast rad50 5, yeast mlh1 rad18 5, yeast mec2-1 -7 and cln2 rad14 23.
`CN(C)c1ccc(N)c2ccccc12` gave bub3 3, sgs1 mgt1 0, yeast rad50 13, yeast mlh1 rad18 -4, yeast mec2-1 6 and cln2 rad14 -14.
C=C(C)C(CC)(C(=O)OCC)C(=O)OCC was read as bub3 -22, sgs1 mgt1 -7, yeast rad50 -13, yeast mlh1 rad18 -37, yeast mec2-1 -20 and cln2 rad14 -1.
CCCN(Cc1ccccc1)S(=O)(=O)c1ccc(C)cc1 was read as bub3 64, sgs1 mgt1 16, yeast rad50 -14, yeast mlh1 rad18 -8, yeast mec2-1 -4 and cln2 rad14 -20.
`CC(=O)OCC1OC(n2c(-c3ccccc3)c(N=Nc3ccc(Cl)cc3)c(C)c(C#N)c2=S)C(OC(C)=O)C(OC(C)=O)C1OC(C)=O` (centres undefined) gave bub3 19&3, sgs1 mgt1 -3&-5, yeast rad50 -7&-5, yeast mlh1 rad18 5&3, yeast mec2-1 -14&-23 and cln2 rad14 6&16.
For O=c1oc2ccccc2cc1S(=O)(=O)c1ccc(Cl)cc1 the results were bub3 -10, sgs1 mgt1 4, yeast rad50 -1, yeast mlh1 rad18 -20, yeast mec2-1 1 and cln2 rad14 -58.
For CC1CCC(NC2=NCCO2)C(C)C1 (centres undefined) the results were bub3 -14, sgs1 mgt1 -4, yeast rad50 -20, yeast mlh1 rad18 -3, yeast mec2-1 0 and cln2 rad14 -29.
Screening CC(=O)Nc1ccc(S(=O)(=O)Nc2cc(Cl)ccc2Cl)cc1 returned bub3 21, sgs1 mgt1 26, yeast rad50 35, yeast mlh1 rad18 28, yeast mec2-1 19 and cln2 rad14 36.
For CC(C)(C)C1CCC(O)(CSc2ccccc2)CC1 (centres undefined) the results were bub3 -7, sgs1 mgt1 -2, yeast rad50 7, yeast mlh1 rad18 -11, yeast mec2-1 1 and cln2 rad14 -2.

The final 2 entries of the part above are carried over, then new ones follow.
Screening CC(=O)Nc1ccc(S(=O)(=O)Nc2cc(Cl)ccc2Cl)cc1 returned bub3 21, sgs1 mgt1 26, yeast rad50 35, yeast mlh1 rad18 28, yeast mec2-1 19 and cln2 rad14 36.
For CC(C)(C)C1CCC(O)(CSc2ccccc2)CC1 (centres undefined) the results were bub3 -7, sgs1 mgt1 -2, yeast rad50 7, yeast mlh1 rad18 -11, yeast mec2-1 1 and cln2 rad14 -2.
Screening COc1ccc(C23C(=O)c4ccccc4N2O[C@H]2C(=O)N(c4ccccc4)C(=O)[C@H]23)cc1 (some centres undefined) returned bub3 -31, sgs1 mgt1 -36, yeast rad50 -22, yeast mlh1 rad18 -21, yeast mec2-1 20 and cln2 rad14 8.
Screening CC(O)c1ccccc1Br (centres undefined) returned bub3 -36, sgs1 mgt1 -16, yeast rad50 -10, yeast mlh1 rad18 -21, yeast mec2-1 -15 and cln2 rad14 -13.
c1ccc(N2Cc3ccccc3C2)cc1 was read as bub3 -4, sgs1 mgt1 1, yeast rad50 11, yeast mlh1 rad18 -1, yeast mec2-1 8 and cln2 rad14 2.
`CCCCCCCCCCCCCCCC1=NCCN1C` gave bub3 99*, sgs1 mgt1 55, yeast rad50 99*, yeast mlh1 rad18 99*, yeast mec2-1 99* and cln2 rad14 96*.
CCOC(=O)c1cc(C)nc2c1c(=O)n(-c1ccccc1)c(=O)n2CCCCN1CCN(c2ccccc2)CC1 was read as bub3 -22, sgs1 mgt1 5, yeast rad50 -2, yeast mlh1 rad18 -29, yeast mec2-1 -13 and cln2 rad14 3.
For Cc1ccc(S(=O)(=O)Oc2c([N+](=O)[O-])cccc2[N+](=O)[O-])cc1 the results were bub3 1, sgs1 mgt1 37, yeast rad50 16, yeast mlh1 rad18 10, yeast mec2-1 27 and cln2 rad14 -5.
`COc1ccc2c(c1)CCN1CCc3cc(OC)c(OC)cc3CC21` (centres undefined) gave bub3 -31, sgs1 mgt1 -32, yeast rad50 25, yeast mlh1 rad18 6, yeast mec2-1 12 and cln2 rad14 7.
COc1ccc2c(c1)c1c3n2CCNN=C3CCC1 was read as bub3 26, sgs1 mgt1 43, yeast rad50 47, yeast mlh1 rad18 43, yeast mec2-1 -17 and cln2 rad14 20.
For CCCCCCCCCCS(=O)CC(CO)NC(=O)/C=C/c1c(C)[nH]c(=O)[nH]c1=O (centres undefined) the results were bub3 88*, sgs1 mgt1 89*, yeast rad50 86*, yeast mec2-1 90* and cln2 rad14 84*.
Screening C=CCc1cccc(/C=N\N=C(/N)NO)c1O returned bub3 70*, sgs1 mgt1 41, yeast rad50 43, yeast mlh1 rad18 83*, yeast mec2-1 85* and cln2 rad14 49.
For C=C1[C@@H]2CCC(C)(C)[C@H]1CCC(=O)[C@@H]2C(=O)OC the results were bub3 31, sgs1 mgt1 -31, yeast rad50 -3, yeast mlh1 rad18 -13, yeast mec2-1 2 and cln2 rad14 -11.
O=C(CI)NCc1cn(C2CC(O)C(CO)O2)c(=O)[nH]c1=O (centres undefined) was read as bub3 1, sgs1 mgt1 6, yeast rad50 5, yeast mlh1 rad18 3, yeast mec2-1 4 and cln2 rad14 20.
`O=[N+]([O-])C(/C=C(\Cl)[N+](=O)[O-])=C(N1CCOCC1)N1CCOCC1` gave bub3 14, sgs1 mgt1 25, yeast rad50 -5, yeast mlh1 rad18 5, yeast mec2-1 -1 and cln2 rad14 -10.
`O=c1[nH]c(O)c(/C=N/C(=S)NCc2ccccc2)c(=O)[nH]1` gave bub3 -1, sgs1 mgt1 -26, yeast rad50 -41, yeast mlh1 rad18 -12, yeast mec2-1 -38 and cln2 rad14 6.
Nc1cccc2c1C(=O)c1c(N)cccc1C2=O was read as bub3 99*, sgs1 mgt1 95*, yeast rad50 99*, yeast mlh1 rad18 99*, yeast mec2-1 99* and cln2 rad14 99*.
`CC(=O)C1C(=O)C(=O)N(c2ccc([N+](=O)[O-])cc2)C1=O` (centres undefined) gave bub3 -2, sgs1 mgt1 -11, yeast rad50 -27, yeast mlh1 rad18 -37, yeast mec2-1 -37 and cln2 rad14 21.
For O=S(c1ccccc1)C(Cl)C1(O)CCCCC1 (centres undefined) the results were bub3 -4, sgs1 mgt1 2, yeast rad50 -14, yeast mlh1 rad18 -6, yeast mec2-1 4 and cln2 rad14 -4.
CC(C)CCCC(C)C1CCC2(C)C3=C(CCC12C)C1(C)Cc2nonc2C(C)(C)C1CC3 (centres undefined) was read as bub3 1, sgs1 mgt1 3, yeast rad50 21, yeast mlh1 rad18 11, yeast mec2-1 3 and cln2 rad14 15.
For O=[N+]([O-])c1ccc(N=Cc2ccc(N(CCF)CCF)cc2)cc1 the results were bub3 -9, sgs1 mgt1 16, yeast rad50 7, yeast mlh1 rad18 11, yeast mec2-1 16 and cln2 rad14 -60.
CSC(=S)n1nc(C)c(N=Nc2ccccc2[N+](=O)[O-])c1C was read as bub3 8, sgs1 mgt1 0, yeast rad50 26, yeast mlh1 rad18 8, yeast mec2-1 -3 and cln2 rad14 5.
Screening O[C@]12c3ccccc3C1CCCC2N1CCOCC1 (some centres undefined) returned bub3 -28, sgs1 mgt1 -43, yeast rad50 -14, yeast mlh1 rad18 -31, yeast mec2-1 -25 and cln2 rad14 -11.
For O=Cc1ccc(C=O)cc1 the results were bub3 14, sgs1 mgt1 27, yeast rad50 23, yeast mlh1 rad18 32, yeast mec2-1 -3 and cln2 rad14 12.
COc1ccc(Cl)cc1NC(=O)c1cccc([N+](=O)[O-])c1 was read as bub3 17, sgs1 mgt1 13, yeast rad50 -2, yeast mlh1 rad18 -1, yeast mec2-1 1 and cln2 rad14 -14.
Screening O=C(O)CS(=O)c1ccc2c3c(cccc13)C(=O)c1ccccc1-2 (centres undefined) returned bub3 -31, sgs1 mgt1 -38, yeast rad50 15, yeast mlh1 rad18 2, yeast mec2-1 -12 and cln2 rad14 0.
Screening C/C(=C/C(C)O)c1ccccc1 (centres undefined) returned bub3 -6, sgs1 mgt1 -15, yeast rad50 -14, yeast mlh1 rad18 -7, yeast mec2-1 -4 and cln2 rad14 5.
Clc1nc2ccccc2s1 was read as bub3 -21, sgs1 mgt1 -25, yeast rad50 -32, yeast mlh1 rad18 3, yeast mec2-1 -5 and cln2 rad14 -38.
CC(C)C(NC(=O)OC(c1ccccc1)c1ccccc1)C(=O)NC(CSC(c1ccccc1)(c1ccccc1)c1ccccc1)C(=O)NCC(=O)OCc1ccccc1 (centres undefined) was read as bub3 -11, sgs1 mgt1 5, yeast rad50 4, yeast mlh1 rad18 27, yeast mec2-1 6 and cln2 rad14 -19.
Screening CC(CCC(=O)O)[C@H]1CCC2[C@H]3C(CC(=O)[C@@]21C)[C@@]1(C)CCC(O)C[C@H]1C[C@@H]3O (some centres undefined) returned bub3 -17, sgs1 mgt1 6, yeast rad50 -8, yeast mlh1 rad18 -12, yeast mec2-1 -8 and cln2 rad14 -29.
Screening O=C(Nc1cccc([N+](=O)[O-])c1)c1ccccc1Cl returned bub3 13, sgs1 mgt1 2, yeast rad50 -1, yeast mlh1 rad18 9, yeast mec2-1 16 and cln2 rad14 1.
For CC(=O)c1sc2n(C)c(=O)c3ccccc3[n+]2c1C the results were bub3 -1, sgs1 mgt1 -11, yeast rad50 -2, yeast mlh1 rad18 5, yeast mec2-1 5 and cln2 rad14 -4.
Screening C=CCN1C(=O)/C(=C/c2ccc(OCC(=O)O)cc2)SC1=S returned bub3 -1, sgs1 mgt1 0, yeast rad50 6, yeast mlh1 rad18 -14, yeast mec2-1 -11 and cln2 rad14 -47.
`COC1OC2COC(c3ccccc3)OC2C2C1N2C(N)=O` (centres undefined) gave bub3 18, sgs1 mgt1 8, yeast rad50 7, yeast mlh1 rad18 19, yeast mec2-1 -5 and cln2 rad14 4.
O/N=C/c1cccc(O)c1O was read as bub3 4, sgs1 mgt1 7, yeast rad50 9, yeast mlh1 rad18 -1, yeast mec2-1 12 and cln2 rad14 6.
For CCOC(=O)NC(=O)c1cn(CCCOC(=O)CCCCCCCCCCC(=O)OCCCn2cc(C(=O)NC(=O)OCC)c(=O)n(C)c2=O)c(=O)n(C)c1=O the results were bub3 -2, sgs1 mgt1 -25, yeast rad50 -22, yeast mlh1 rad18 -19, yeast mec2-1 8 and cln2 rad14 15.
For CCC[n+]1ccc(/C=N\NC(N)=S)c2ccccc21 the results were bub3 -7, sgs1 mgt1 6, yeast rad50 38, yeast mlh1 rad18 -42, yeast mec2-1 -16 and cln2 rad14 5.
Screening COC(=O)CCCc1ccc2c(c1)CCC2 returned bub3 -1, sgs1 mgt1 -12, yeast rad50 0, yeast mlh1 rad18 -50, yeast mec2-1 -6 and cln2 rad14 25.
For Cc1cc(CO)c(O)c(CN(CC(=O)O)CC(=O)O)c1 the results were bub3 22, sgs1 mgt1 6, yeast rad50 20, yeast mlh1 rad18 -1, yeast mec2-1 -15 and cln2 rad14 -1.
For COc1cccc(/C=C/c2cnc3ccccc3n2)c1OC the results were bub3 -7, sgs1 mgt1 -10, yeast rad50 -1, yeast mlh1 rad18 -52, yeast mec2-1 14 and cln2 rad14 11.
Cc1cc2nc3n(c2cc1C)C(=O)c1cc2ccccc2cc1-3 was read as bub3 -10, sgs1 mgt1 3, yeast rad50 -9, yeast mlh1 rad18 3, yeast mec2-1 1 and cln2 rad14 8.
Screening CCCC(=O)CC(=O)c1ccccc1 returned bub3 6, sgs1 mgt1 -4, yeast rad50 8, yeast mlh1 rad18 4, yeast mec2-1 10 and cln2 rad14 -14.

As a working copy, some entries already given:
N#CC(C#N)C(=O)c1ccccc1 was read as bub3 -14, sgs1 mgt1 -2, yeast rad50 2, yeast mlh1 rad18 2, yeast mec2-1 0 and cln2 rad14 -28.
For O=[N+]([O-])c1ccc(S(=O)(=O)Nc2c([N+](=O)[O-])cc([N+](=O)[O-])c3ccccc23)cc1 the results were bub3 3, sgs1 mgt1 21, yeast rad50 37, yeast mlh1 rad18 18, yeast mec2-1 -4 and cln2 rad14 13.
Screening CCN(CC)CCNc1ccc(OC)c2sc3ccccc3c(=O)c12 returned bub3 40, sgs1 mgt1 21, yeast rad50 54, yeast mlh1 rad18 25, yeast mec2-1 25 and cln2 rad14 -8.
Screening BrC=C1c2ccccc2-c2ccccc21 returned bub3 2, sgs1 mgt1 4, yeast rad50 5, yeast mlh1 rad18 5, yeast mec2-1 -7 and cln2 rad14 23.
